GPR55 LPI antagonism – GPR55 antagonists blocking LPI-driven arrestin recruitment, primary screen, imaging, U2OS, beta-arrestin-GFP, LPI agonist (AID 2013). U2OS GPR55 beta-arrestin-GFP translocation imaging, LPI antagonism; higher % means a stronger effect. one-dose inhibition, % at 10 µM; IC50 in µM for titrated hits. 290,000 compounds, 0.13% hits;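 active means spots per cell inhibited over 60%, with over 100 cells counted and total cytoplasm intensity under 500,000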;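 further: U2OS cells stably carrying GPR55 and arrestin-GFP stimulated by 5 µM LPI near EC80; imaged beta-arrestin-GFP aggregate spots per cell after agonist stimulation; plate controls were LPI-stimulated DMSO wells for no effect and DMSO wells without LPI for full effect; some results filed as inactive read as strong as hits; confirmed hits need IC50 under 10 µM and bright autofluorescent wells are also inconclusive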
SV40 large T antigen – TAg ATPase/helicase activity blockers – biochemical (AID 1903) | SV40 large T antigen ATPase/helicase inhibition assay; higher % means a stronger effect | inhibition, % at 20 µM, or IC50 in µM where a hit was titrated | 310,000 compounds, 0.39% hits; in the data active means a potency from the dose series; further: strong numbers were not always called active
GPR55 beta-arrestin – GPR55 agonists via beta-arrestin recruitment, primary screen, imaging, U2OS cells, beta-arrestin-GFP redistribution (AID 1961); U2OS GPR55 beta-arrestin-GFP redistribution imaging; higher % means a stronger effect; 290,000 compounds, 0.048% hits; activation, % at 10 µM; hits with a dose series show EC50 in µM;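 active means activation above 40% with more than 50 cells counted in the well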;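 further: U2OS osteosarcoma cells stably expressing GPR55 and beta-arrestin-GFP; plate controls were DMSO negative control for no effect and LPI positive control for full effect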
Rac1 GTP hydrolysis – MgcRacGAP GTPase-activating activity inhibitors, confirmation, biochemical, ADP Hunter fluorescence. MgcRacGAP-stimulated Rac1 GTP hydrolysis, ADP Hunter fluorescence; higher % means a stronger effect; GST-tagged Rac1 F28L mutant substrate. one-dose inhibition, % at 30 µM; IC50 in µM for titrated hits. 340,000 compounds, 0.6% hits;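 active means first-screen hits whose inhibition reached a set limit at any dose in the follow-up dose series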;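 further: fluorescence reports GDP produced by GAP-driven GTP hydrolysis; strong numbers were not always called active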
NTR1 agonist – agonists of NTR1, primary screen, imaging, U2OS cells, beta-arrestin-GFP, high content (AID 493036). P30989. NTR1-U2OS beta-arrestin-GFP spot imaging, agonist mode. activation, % at 20 µM. 330,000 compounds, 0.17% hits;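 active means activation at or above 40% of the spot to cytoplasm intensity ratio, with at least 20 cells analyzed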;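 further: 0% = DMSO without peptide and 100% = 100 nM NTR1 peptide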
Target sequence (P30989 whole entry, looked up): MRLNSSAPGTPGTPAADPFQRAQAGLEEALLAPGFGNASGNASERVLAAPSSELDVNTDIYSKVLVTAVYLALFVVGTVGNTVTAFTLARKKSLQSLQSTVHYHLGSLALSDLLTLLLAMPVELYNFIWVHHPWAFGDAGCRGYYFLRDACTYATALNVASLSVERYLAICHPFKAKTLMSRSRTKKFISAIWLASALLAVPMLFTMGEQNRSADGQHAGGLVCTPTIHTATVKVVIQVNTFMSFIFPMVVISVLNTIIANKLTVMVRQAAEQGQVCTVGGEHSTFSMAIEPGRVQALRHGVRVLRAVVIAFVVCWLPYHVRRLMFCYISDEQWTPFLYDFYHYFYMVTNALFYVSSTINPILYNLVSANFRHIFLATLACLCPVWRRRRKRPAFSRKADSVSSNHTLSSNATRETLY
T cell modulator – T cell immune modulators affecting CD8 T cell-vesicle binding; 2C CD8+ T cell-vesicle binding, flow cytometry; hits give low values; calls only at 7 µM; 330,000 compounds, 0.068% hits;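 active means response, share of CD8 T cells binding vesicles, and their 90th percentile fluorescence all below set limits, cut at about 80% in these data, passing the limit was not always enough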
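Test system: purified 2C TCR transgenic mouse naive CD8+ T cells. Probe or stimulus: QL9-peptide-loaded Drosophila micro-vesicles bearing Ld, ICAM-1 and B7-1. Incubation: binding step 1.5 h, 37 °C, antibody labelling 20 min, ice. Measured by: flow cytometry of vesicle-bound cells.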
GPR35 antagonists – GPR35 antagonists blocking zaprinast-driven arrestin recruitment, primary screen, imaging, U2OS, beta-arrestin-GFP, zaprinast agonist (AID 2058) | U2OS GPR35 beta-arrestin-GFP translocation imaging, zaprinast antagonism; higher % means a stronger effect | inhibition, % at 10 µM, or IC50 in µM where a hit was titrated | 290,000 compounds, 0.052% hits;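 active means inhibition of at least 50% with at least 30 cells and total cytoplasm GFP at most 10,000,000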
Lipid droplet – modulators of hepatic lipid droplet formation; inhibition, % at 6.5 µM; 240,000 compounds, 0.4% hits; AML12 mouse hepatocytes, oleate lipid droplets, BODIPY imaging;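 active means lipid droplet intensity inhibited by at least 50%, with more than 500 cells counted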
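Test system: AML12 mouse liver cells; schedule: overnight exposure; technique: high-content imaging of BODIPY-stained droplets and DAPI nuclei; read-out: % inhibition of corrected integrated BODIPY droplet signal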
LYP inhibition – inhibitors of LYP phosphatase, biochemical, fluorescence intensity, uHTS (AID 1779); 290,000 compounds, 0.054% hits; inhibition, % at 11.5 µM; hits with a dose series show IC50 in µM; recombinant LYP phosphatase, fluorescence intensity; higher % means a stronger effect; in the data active means inhibition above about 50%;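 further: plate controls were vehicle with enzyme for no effect and no enzyme for full effect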
Lipid droplet cells 6.5 µM – recorded beside Lipid droplet, whose call it bears; cell count; measured here: cell count, cytotoxicity flag;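 cells counted across two imaged fields per well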
T cell modulator vesicle-bound % – recorded beside T cell modulator, whose call it bears; double positive events, %; measured here: CD8+ vesicle-bound cell fraction;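 binding gate set so that unloaded-vesicle control wells show 10% double positive cells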
NTR1 agonist cell count 20 µM – further read-out of NTR1 agonist, marked with its call; cell count; measured here: cell count, cytotoxicity flag
An asterisk follows results filed as active; i = inactive; . = not tested or not shown.

SMILES	GPR55 LPI antagonism	SV40 large T antigen	GPR55 beta-arrestin	Rac1 GTP hydrolysis	NTR1 agonist	NTR1 agonist cell count 20 µM	T cell modulator	T cell modulator vesicle-bound %	GPR35 antagonists	Lipid droplet	Lipid droplet cells 6.5 µM	LYP inhibition
CCCC1C(=O)N(Cc2ccccc2)C(=O)CC1C (stereo not given)	-1%	1%	-0.1%	-4%	0.4	50	i	13	9%	12	693	1%
Cc1ccc2nc(NC(=O)C3CSC4(C)CCC(=O)N34)sc2c1 (stereo not given)	.	12%	.	10%	-0.4	58	i	52	.	.	.	.
Cc1c(Cl)cccc1NC(=O)Cn1c(CCC(=O)O)ccc1-c1ccccc1	-4%	4%	-0.3%	17%	-1.1	106	i	33	-4%	2	788	-2%
CCCCNC(=O)CCn1nc(-c2ccc(Cl)cc2)ccc1=O	-1%	4%	0.5%	3%	-0.4	81	i	33	1%	-4	798	0%
CC(C)c1nnc(NC(=O)c2cccc(-n3cnnn3)c2)s1	-2%	1%	0.2%	10%	1.0	53	i	62	-22%	.	.	-9%
CC(NC(=O)C(=O)NCCN1CCN(C(=O)c2ccc([N+](=O)[O-])cc2)CC1)c1ccccc1 (stereo not given)	-17%	4%	-0.4%	8%	0.3	59	i	24	-4%	-11	742	-9%
COc1ccc(-c2cc3nc(C)n(N)c(=O)c3s2)cc1	13%	9%	-0.1%	14%	0.4	54	i	56	-6%	-9	721	-20%
Cc1ccc(S(=O)(=O)N2CCC(C(=O)OCC(=O)N(C)Cc3ccccc3)CC2)cc1C	.	2%	.	3%	-0.2	62	i	57	.	.	.	.
Cc1ccc(/C=C2/NC(=O)N(Cc3ccc(Br)cc3)C2=O)o1	12%	9%	-0.3%	16%	-0.2	65	i	38	3%	-17	638	11%
COCCN1C(=O)/C(=C/c2ccc(Oc3ccc([N+](=O)[O-])cn3)c(OC)c2)SC1=Nc1ccccc1	4%	13%	-0.3%	7%	0.9	84	i	35	-12%	-20	732	3%
COc1ccccc1-c1cc(C(=O)Nc2ccc(F)cc2F)no1	-9%	4%	0.0%	6%	3.3	60	i	47	-6%	.	.	-11%
COc1ccc(-c2noc(CCC(N)=O)n2)cc1OC	0%	3%	0.1%	4%	-2.2	70	i	31	-8%	3	669	6%
Cc1ccc(-c2nn(C)c(=O)c3ccccc23)cc1CN1CCCCC1	3%	8%	-0.1%	16%	0.2	68	i	25	-14%	-6	732	-6%
O=C(CSCc1ccc(C(=O)O)cc1)Nc1ccc2ccccc2c1	2%	13%	-0.2%	10%	-0.1	40	i	59	-1%	-10	698	5%
CCOC(=O)N1CCN(C2OC(=O)c3ccccc32)CC1 (stereo not given)	-2%	4%	1.1%	-2%	1.1	42	i	37	8%	11	705	-6%
CCOc1ccccc1NC(=O)CSc1nnc(CNC(=O)c2c(F)cccc2Cl)o1	0%	7%	0.0%	-1%	-1.3	67	i	34	-3%	-33	645	-8%
Nc1nc(-c2ccccc2)c(N=Nc2cccnc2)s1	2%	14%	0.0%	6%	-1.1	55	i	18	-4%	10	687	-7%
C=CCn1c(O)c(CN2CCOCC2)c(C)c(C#N)c1=O	2%	.	0.3%	18%	0.2	35	i	28	-9%	.	.	-10%
O=C(CNS(=O)(=O)c1ccc(Br)cc1)N1CCOCC1	24%	2%	-0.2%	10%	0.6	79	i	25	16%	.	.	-5%
Cc1cccc(OCc2nnc(SCC(=O)Nc3ccc(C)c(C)c3)o2)c1	0%	6%	-0.1%	6%	1.5	64	i	23	-3%	-25	734	-5%
COc1ccccc1N1CCN(C(=O)CSc2nnc(NC(=O)c3ccco3)s2)CC1	-6%	0%	-0.1%	9%	0.3	93	i	21	-9%	.	.	-2%
CCc1ccccc1NC(=O)Cn1nnc(-c2cccnc2)n1	11%	-3%	-0.2%	1%	1.3	79	i	33	-2%	.	.	-8%
CCCCn1c(N)c(N(CC(C)C)C(=O)c2ccc(-n3c(C)ccc3C)cc2)c(=O)[nH]c1=O	.	4%	.	7%	-0.3	95	i	25	.	.	.	.
CN(CC(=O)Nc1ccccc1Cl)C(=O)COC(=O)C1CC1	.	11%	.	5%	1.3	55	i	20	.	.	.	.
COc1ccc(NC(=O)COc2ccccc2C)cc1S(=O)(=O)N1CCCCC1	.	6%	.	6%	2.1	65	i	34	.	.	.	.

Copied from the list:
Cc1ccc(-c2nn(C)c(=O)c3ccccc23)cc1CN1CCCCC1 @ GPR55 LPI antagonism = 3%
COc1ccc(-c2cc3nc(C)n(N)c(=O)c3s2)cc1 @ SV40 large T antigen = 9%
Nc1nc(-c2ccccc2)c(N=Nc2cccnc2)s1 @ Rac1 GTP hydrolysis = 6%
C=CCn1c(O)c(CN2CCOCC2)c(C)c(C#N)c1=O @ GPR35 antagonists = -9%

Back to the main list; the 2 compounds before the break are reprinted first.
SMILES	GPR55 LPI antagonism	SV40 large T antigen	GPR55 beta-arrestin	Rac1 GTP hydrolysis	NTR1 agonist	NTR1 agonist cell count 20 µM	T cell modulator	T cell modulator vesicle-bound %	GPR35 antagonists	Lipid droplet	Lipid droplet cells 6.5 µM	LYP inhibition
CN(CC(=O)Nc1ccccc1Cl)C(=O)COC(=O)C1CC1	.	11%	.	5%	1.3	55	i	20	.	.	.	.
COc1ccc(NC(=O)COc2ccccc2C)cc1S(=O)(=O)N1CCCCC1	.	6%	.	6%	2.1	65	i	34	.	.	.	.
O=c1nc(N/N=C/c2c[nH]c3ccccc23)cn[nH]1	-10%	23%	-0.1%	12%	-1.4	54	i	34	-1%	-30	744	-5%
O=C(CCN1C(=O)c2ccccc2S1(=O)=O)NCc1ccccc1	.	16%	.	7%	-1.1	62	i	53	.	.	.	.
CCN(CC)C1CCN(C(=O)c2cc(COc3cccc4cccnc34)on2)C1 (stereo not given)	10%	.	-0.2%	-5%	0.3	51	.	.	7%	-3	733	-6%
COc1ccc(-c2nc(NC(=O)Cn3ccc(C(F)(F)F)n3)sc2C)cc1	1%	1%	-0.1%	0%	3.1	45	i	14	-1%	68*	759*	0%
Cn1c(C(=O)NCc2ccco2)cc2c(=O)[nH]c3ccccc3c21	-2%	15%	-0.3%	8%	2.2	83	i	14	-7%	.	.	-4%
Cc1c(NC(=O)c2ccc(Cl)nc2)cccc1-c1nc2cccnc2s1	-3%	23%	-0.1%	3%	2.9	56	i	26	0%	-24	665	-3%
Cc1ccc(Cn2c(Sc3nnc(C)s3)nc3c2c(=O)[nH]c(=O)n3C)cc1	8%	2%	-0.1%	-3%	-2.4	58	i	19	16%	.	.	-6%
CCOc1ccc(N(CC(=O)NCc2ccc(OC)cc2)S(=O)(=O)c2c(C)[nH]c(=O)[nH]c2=O)cc1	-10%	6%	-0.2%	0%	-0.4	63	i	48	0%	-10	740	-7%
O=c1cc2n(c(=O)[nH]1)CCC1=C2CCCC1	-10%	5%	-0.3%	6%	5.7	49	i	53	-10%	.	.	-9%
CCOC(=O)C1=C(C)NC(C)=C(C(=O)OCC)C1C1=COCCO1	5%	1%	-0.2%	16%	1.3	40	i	57	10%	.	.	-4%
CC(C)c1ccccc1NC(=O)Nc1ccc(F)cc1F	3%	17%	-0.1%	2%	-0.8	68	i	26	-12%	4	725	-2%
CSc1ccc(C(=O)C2CCCN(Cc3cccn3-c3cccnc3)C2)cc1 (stereo not given)	6%	7%	0.0%	9%	1.9	61	i	34	3%	-26	716	-5%
O=C(CN(c1cccc(C(F)(F)F)c1)S(=O)(=O)c1ccc(Cl)c([N+](=O)[O-])c1)NCc1ccccc1Cl	23%	7%	-0.3%	8%	8.6	52	i	7	1%	24	649	7%
CC1=C(C(=O)Nc2cc(C(=O)N(C)Cc3ccccc3)ccc2C)SCCO1	12%	17%	-0.1%	6%	-0.4	56	i	12	-2%	-1	645	-4%
CCOC(=O)C1=C(C)Nc2ccccc2N=C1NC(=O)CCCN1C(=O)c2ccccc2C1=O	-3%	-3%	-0.1%	3%	1.0	70	i	49	3%	.	.	1%
CCOc1ccc(OCC)c(NS(=O)(=O)c2cn(C)cn2)c1	5%	10%	-0.2%	10%	0.3	67	i	6	11%	9	712	-9%
Cc1nnc(SCC(=O)Nc2nc3c(s2)CC(C)CC3)s1 (stereo not given)	12%	12%	0.4%	3%	-0.9	45	i	20	-8%	-2	752	-7%
COc1ccc(OCC(=O)NCCCn2ccnc2)cc1	0%	9%	0.5%	24%	0.7	48	i	31	2%	-10	640	-12%
Cc1ccc(-n2[nH]c(=O)c3cccnc32)cc1	7%	34%	0.2%	95µM*	-2.3	102	i	36	4%	.	.	-3%
Cc1cccc(C)c1NC(=S)NCc1ccncc1	0%	4%	-0.2%	17%	1.3	56	i	48	22%	0	645	-7%
CC(C)(C)C(=O)Nc1nc(-c2ccc3c(c2)OCO3)cs1	-8%	2%	-0.2%	10%	2.0	63	i	62	4%	13	809	-5%
Cc1cc(-c2nnc(CCC(=O)NC(C)(C)C34CC5CC(CC(C5)C3)C4)o2)no1	43%	8%	-0.1%	3%	0.2	56	i	10	-3%	-6	728	7%
CC(C)C12CN3CC(C(C)C)(CN(C1)C31C(=O)Nc3ccccc31)C2=O (stereo not given)	-2%	2%	0.0%	4%	2.6	88	i	5	3%	-1	768	-9%
O=C(O)CCCCNCc1ccccc1	-17%	2%	0.2%	-1%	1.0	56	i	21	-15%	5	768	-5%
COCC(=O)NNC(=S)Nc1cccc(C)c1C	1%	8%	0.5%	-3%	-1.6	39	i	23	10%	-1	647	1%

Profiles, quoted from the list. Values in the order: GPR55 LPI antagonism, SV40 large T antigen, GPR55 beta-arrestin, Rac1 GTP hydrolysis, NTR1 agonist, NTR1 agonist cell count 20 µM, T cell modulator, T cell modulator vesicle-bound %, GPR35 antagonists, Lipid droplet, Lipid droplet cells 6.5 µM, LYP inhibition
Profile of O=C(CCN1C(=O)c2ccccc2S1(=O)=O)NCc1ccccc1 → ., 16%, ., 7%, -1.1, 62, i, 53, ., ., ., .
Profile of CC(C)c1ccccc1NC(=O)Nc1ccc(F)cc1F → 3%, 17%, -0.1%, 2%, -0.8, 68, i, 26, -12%, 4, 725, -2%
